EP2 mod: EP2 receptor (human) modulation; P43116; EP2-expressing cells, cAMP HTRF FRET, PGE2 co-stimulation; induction, % at 25 µM; 0.83% of 260,000 active; AID 940;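 active = compounds whose cAMP rise, as percent of the full-agonist control response, exceeds 60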;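 also: rat C6 glioma line stably carrying human EP2 under a CMV promoter; the protocol text gives 20 µM as final concentration; 100% = response of wells given 1 µM PGE2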
Target sequence (P43116 whole entry, looked up): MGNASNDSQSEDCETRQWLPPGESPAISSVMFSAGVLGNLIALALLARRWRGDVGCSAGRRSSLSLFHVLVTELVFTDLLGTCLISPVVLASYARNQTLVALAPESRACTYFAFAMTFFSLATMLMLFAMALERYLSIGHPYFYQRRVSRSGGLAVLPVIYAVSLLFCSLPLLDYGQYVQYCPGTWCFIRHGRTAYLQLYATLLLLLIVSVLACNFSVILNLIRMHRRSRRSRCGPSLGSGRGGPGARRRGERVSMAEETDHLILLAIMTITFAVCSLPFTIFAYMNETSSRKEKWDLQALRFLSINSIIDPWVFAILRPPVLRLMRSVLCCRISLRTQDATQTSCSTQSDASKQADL
PGE2 EP2 inh: blocks the human prostaglandin E2 receptor EP2. C6 glioma cells expressing human EP2, cAMP TR-FRET; cells stimulated with saturating PGE2. inhibition, % at 25 µM. 0.52% of 260,000 active;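 active = percent inhibition above 40 after rounding to a whole number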;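 also: rat C6 glioma host cells with rolipram phosphodiesterase inhibitor present; the protocol text gives 20 µM as final concentration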
Active calls of the source: *. Only part of the results is shown (hit frequency here may not be typical).

Every second line gives: EP2 mod	PGE2 EP2 inh
- CC(C)(C)C1CC(C(F)(F)F)n2nc(C(=O)O)cc2N1 (configuration not stated)
→ 11	12
- CCOC(=O)CSc1nnc(-c2c[nH]c3ccccc23)o1
→ -63	18
- Cc1nnc(NC(=O)CSc2nnc(-c3ccoc3C)n2-c2ccc(F)cc2)s1
→ -57	7
- O=C(O)/C=C/C(=O)Nc1ccc2c(c1)C(=O)c1cc(F)ccc1-2
→ 30	8
- CCc1nnc(NC(=O)CSc2nc3cc(C)c(C)cc3cc2CC)s1
→ 69*	20
- Cc1sc2nc(SCC(=O)NC(C)(C)C)[nH]c(=O)c2c1C
→ -7	9
- CCOc1cc(/C=C\c2nc(O)c([N+](=O)[O-])c(=O)[nH]2)ccc1OC(C)C
→ -6	7
- CC(C)c1ccc2nc(SCC(=O)Nc3ccccc3Br)c(C#N)cc2c1
→ 28	13
- COc1ccc(CNC(=O)C2CCCN(c3nc(C)cc(C)n3)C2)cc1 (configuration not stated)
→ 0	10
- CNc1ncc(CN2CCc3cc(OC)c(OC)cc3C2c2ccncc2)cn1 (configuration not stated)
→ -27	8
- Cn1c(O)c(C=NC(C)(CO)CO)c(=O)n(C)c1=O
→ 2	7
- CCc1ccc2c(c1)c1nnc(SCC(=O)N3C(C)CCCC3C)nc1n2C (configuration not stated)
→ -25	7
- CC(C)C1c2cccn2CCN1S(=O)(=O)c1ccc2c(c1)oc(=O)n2C (configuration not stated)
→ -42	5
- O=S(=O)(c1cc(Br)ccc1Br)N1CCCCCC1
→ 22	10
- COC(=O)c1ccc(C(=O)OC)c(NS(=O)(=O)c2cccs2)c1
→ 17	8
- CCn1nc(-c2ccc(OC)cc2)c2c(=O)n(C)c(=O)[nH]c21
→ -11	9
- CC(C)OC(=O)C1C2C=CC3(CN(Cc4ccccc4)C(=O)C13)O2 (configuration not stated)
→ 5	4
- Cc1nn(N)c(C)c1[N+](=O)[O-]
→ -9	5
- Cn1c(CNC(=O)c2ccccc2F)n[nH]c1=S
→ -1	7
- NC(=O)CSc1nnc(-c2ccccc2Cl)o1
→ -9	8
- COc1ccc(-n2nnc(C(C)=O)c2Nc2ccc(C(=O)N3CCCC3)cc2)cc1
→ -7	6
- COc1nc2ccc(NC(C)=O)cc2s1
→ -13	10
- COc1ccc(NC(=O)Cn2cc(C(=O)C(C)(C)C)c3ccccc32)cc1
→ -51	13
- CC(=O)c1cn(CCC(=O)NC2CCCOC2)c2ccccc12 (configuration not stated)
→ 2	5
- COc1cc(CNC(=O)CCCCCCC(C)C)ccc1O
→ 15	8
- CC(=O)NC1(c2ccccc2F)CCN(Cc2cnn(-c3ccc(C)cc3)c2)CC1
→ -29	10
- Cc1oc(C)c2c(=O)cc(-c3ccc(O)c(O)c3)cc(O)c12
→ -54	16
- CCCOC(=O)Cn1cnc2scc(-c3ccc(C)cc3)c2c1=O
→ 4	13
- COc1ccc(-c2nnc(SCC(N)=O)n2-c2cccc(C)c2C)cc1OC
→ -38	9
- CC1CCCCN1C(=O)CSc1nc(-c2ccc(F)cc2)cc(C(F)(F)F)n1 (configuration not stated)
→ 22	13
- CCOC(=O)c1ccc(NC(=O)CSc2nccc(=O)[nH]2)cc1
→ -1	16
- CNC(=O)C1CCN(S(=O)(=O)c2ccc(F)cc2)CC1
→ -8	6
- O=C(C1CC(c2ccc(Cl)c(Cl)c2)=NO1)N1CCOCC1 (configuration not stated)
→ -60	8
- CCCOC(=O)Cn1cnc2sc3c(c2c1=O)CCC(C)C3 (configuration not stated)
→ -14	7
- Cc1[nH][nH]c(=O)c1C(c1ccccc1OCC#N)c1c(C)[nH][nH]c1=O
→ -3	12
- CCOc1ccc(C(=O)OCC2CCC[N+]3(C)CCCCC23)cc1 (configuration not stated)
→ -21	11
- COC(=O)c1ccc(NC(=O)CSc2nnc3n(CC(=O)N4CCCC4)c4ccccc4n23)cc1
→ 5	8
- COC(=O)CSc1nnc(-c2ccc(O)cc2)o1
→ -1	8
- C=CCOc1c(Cl)cc(C2C(C#N)=C(N)OC3=C2C(=O)CCC3)cc1OC (configuration not stated)
→ -3	9
- Cc1cc(NC(=O)c2cc(S(N)(=O)=O)ccc2C)no1
→ -5	13
- CCC[C@H](Sc1nc(N)nc2nc[nH]c12)C(=O)O
→ 4	8
- COc1cccc(C(=O)Nc2ccc(N3CCN(C(=O)c4cccs4)CC3)cc2)c1
→ -81	12
- COc1ccc2nc(NC3=NCN(CCN4CCOCC4)CN3)nc(C)c2c1
→ -5	10
- CCn1nnc(NC(=O)c2ccccc2F)n1
→ 5	8
- CCOCCCNC(=O)CN1C(=O)[C@@H]2CCCN2C(=O)c2ccccc21
→ -96	9
- Cc1ccc(-c2cc(N)c(=O)n(CC(=O)NC3CCCCC3)n2)s1
→ -114	7
- COc1cc(OC)cc(-c2nc(-c3cc4cc(OC)ccc4[nH]c3=O)no2)c1
→ 11	15
- Cc1ccccc1C(=O)Nc1ccc(N2CCN(C(=O)c3cccs3)CC2)c(Cl)c1
→ -37	4
- C=CCn1c(SCC(=O)Nc2ccc(OC)cc2OC)nc2ccccc2c1=O
→ -33	5
- O=C(O)c1cc(-c2ccco2)nc2ccc(F)cc12
→ -11	11
- Cn1c(=S)[nH]c2sc3c(c2c1=O)CCc1ccccc1-3
→ -31	17
- CCCCCCCCCCCCCCCCCCOCC(O)CO (configuration not stated)
→ 12	14
- CCC(CN1CCC(C)CC1)NC(=O)Cc1c(C)nc(OC)nc1OC (configuration not stated)
→ -17	0
- CCOc1ccc(-n2c(SCC(N)=O)nnc2-c2ccoc2C)cc1
→ -13	8
- COC1CCCC(C(=O)N2CCC(O)(c3cccnc3)CC2)C1 (configuration not stated)
→ -5	1
- COc1cc(CN2CCC(NC(C)=O)(c3ccccc3F)CC2)ccc1OC(C)C
→ 6	6
- COc1ccc(-c2cc(C(F)(F)F)nc(SCC(=O)Nc3ccc(OC)c(OC)c3)n2)cc1
→ -39	15
- CN1CC(O)C[n+]2c1sc1ccccc12 (configuration not stated)
→ 6	7
- C=CCNC(=O)CN1CCN(c2cccc(C(F)(F)F)c2)CC1
→ -16	16
- CCOC(=O)c1cc(CC)sc1NC(=O)CCC(=O)OC
→ 20	9

The list continues.
Every second line gives: EP2 mod	PGE2 EP2 inh
- CCN(CC)CCN(Cc1cc2ccc(OC)cc2[nH]c1=O)C(=S)NC
→ -40	16
- c1cncc(CSc2nnc3c4c5c(sc4nc(C4CC4)n23)CCCC5)c1
→ 10	9
- CC(C(=O)Nc1ccc(C2CCCCC2)cc1)n1nc(-c2cccs2)cc(N)c1=O (configuration not stated)
→ -47	6
- COc1ccc(Cl)cc1N1CC(C(=O)OCC(=O)c2ccccc2)CC1=O (configuration not stated)
→ -96	8
- CCc1ccc2[nH]c(=O)c(C(c3nnnn3Cc3ccc(OC)cc3)N3CCc4ccccc43)cc2c1 (configuration not stated)
→ 51	5
- Cc1c2cccc(Sc3ccccc3)c2c2c3c(cccc13)[S+](c1ccccc1)C2 (configuration not stated)
→ 25	42*
- COc1ccc(NC(=O)NC2CC3CCCC(C2)N3C(C)C)cc1 (configuration not stated)
→ -27	16
- CCOC(=O)c1ccc(NC(=O)C2CC(=O)N3CCN=C3S2)cc1 (configuration not stated)
→ -5	13
- CCCn1nnnc1SCC(=O)Nc1ccc(N(C)C)cc1
→ -52	11
- CCN1CCN(C(=O)CN(c2cc(Cl)ccc2Cl)S(C)(=O)=O)CC1
→ 3	6
- Cc1ccccc1-c1nnc(NC(=O)c2ccco2)s1
→ -49	12
- C=CCOc1ccc(C2NC(=O)NC(C)=C2C(=O)OC(C)C)cc1 (configuration not stated)
→ 2	7
- COc1ccc(CN(CCN(C)C)c2ncccn2)cc1
→ 10	11
- CCOc1ccc2cc3c(N)c(C(=O)Nc4ccc(C(C)=O)cc4)sc3nc2c1
→ -18	12
- CN(C)C(=O)COc1ccc2c(c1)oc(=O)c1ccccc12
→ -39	7
- CC(C)(C)OC(=O)N1CCC[C@H](CNC(=O)c2cccs2)C1
→ -16	10
- CC(=O)Oc1ccc2c(c1)CCC1C2CC[C@@]2(C)C1C[C@@H](OC(C)=O)[C@@H]2OC(C)=O (some centres not stated)
→ -32	18
- O=C1NC(=O)C(Nc2ccc(C(=O)O)cc2)S1 (configuration not stated)
→ -16	13
- CC(=O)C1=C(O)C(=O)N(CCCNCCO)C1c1ccccc1 (configuration not stated)
→ -7	5
- COc1ccc2[nH]c(=O)c(C(c3nnnn3C3CCCCC3)N3CCCC(C)C3)cc2c1 (configuration not stated)
→ -19	8
- O=C(CSc1nnc2scc(-c3ccc(Cl)cc3)n12)NC1CCCCC1
→ -15	12
- CCn1c2cc(C)sc2c2cnn(CC(N)=O)c(=O)c21
→ -17	6
- CCCC(c1nnnn1C(C)(C)CC)N(Cc1ccc(F)cc1)Cc1cc2cccc(C)c2[nH]c1=O (configuration not stated)
→ 48	10
- CCOc1ccc(OCC)c(NC(=O)CSc2nc(C(C)C)nc3ccccc23)c1
→ 37	12
- O=c1cc(-c2cccc(O)c2)oc2ccc(O)cc12
→ 14	7
- O=C(Nc1ncc(Cc2ccccc2)s1)c1cc2ccccc2o1
→ -18	3
- CCC(C)C(=O)Nc1nnc(-c2ccccc2)s1 (configuration not stated)
→ -48	11
- O=C(Nc1cnc2ccccc2c1)c1cc2ccccc2oc1=O
→ 4	3
- NC(=O)C1c2ccccc2Oc2ccccc21
→ -10	21
- Cc1cccc(Cn2c(NC3CCCC3)nc3c2c(=O)[nH]c(=O)n3C)c1
→ -13	14

In the list so far, 6 have a furan ring, fused or not:
Every second line gives: EP2 mod	PGE2 EP2 inh
- Cc1nnc(NC(=O)CSc2nnc(-c3ccoc3C)n2-c2ccc(F)cc2)s1
→ -57	7
- Cc1oc(C)c2c(=O)cc(-c3ccc(O)c(O)c3)cc(O)c12
→ -54	16
- O=C(O)c1cc(-c2ccco2)nc2ccc(F)cc12
→ -11	11
- CCOc1ccc(-n2c(SCC(N)=O)nnc2-c2ccoc2C)cc1
→ -13	8
- Cc1ccccc1-c1nnc(NC(=O)c2ccco2)s1
→ -49	12
- O=C(Nc1ncc(Cc2ccccc2)s1)c1cc2ccccc2o1
→ -18	3

Returning to the listing; the 5 compounds before the break are reprinted first.
Every second line gives: EP2 mod	PGE2 EP2 inh
- O=C(Nc1ncc(Cc2ccccc2)s1)c1cc2ccccc2o1
→ -18	3
- CCC(C)C(=O)Nc1nnc(-c2ccccc2)s1 (configuration not stated)
→ -48	11
- O=C(Nc1cnc2ccccc2c1)c1cc2ccccc2oc1=O
→ 4	3
- NC(=O)C1c2ccccc2Oc2ccccc21
→ -10	21
- Cc1cccc(Cn2c(NC3CCCC3)nc3c2c(=O)[nH]c(=O)n3C)c1
→ -13	14
- Cc1nc2ccccc2n1CC(O)COc1cccc(N)c1 (configuration not stated)
→ -29	8
- CCN(CC)CCNC(=O)c1c[nH]c2c(C)cccc2c1=O
→ -60	10
- CCc1c(C)nc2cc(-c3cc(OC)cc(OC)c3)nn2c1NCCCN(C)C
→ -91	10
- CCc1[nH]n2c(=O)c3c(nc2c1-c1ccc(OC)cc1)CCC3
→ -103	6
- O=C(c1cc(-c2ccccc2)on1)N1CCCCC1
→ -36	13
- COCC(C)NCc1cc2c(C(C)(C)C)nn(-c3ccc(F)cc3)c2[nH]c1=O (configuration not stated)
→ -27	4
- O=C(CSc1nc(-c2cccs2)cc(C(F)(F)F)n1)N1CCCCCC1
→ 29	11
- CCC(c1nnnn1C(C)(C)C)N(CCc1ccccc1)Cc1cc2cccc(C)c2[nH]c1=O (configuration not stated)
→ 3	11
- CCOc1ccccc1-n1c(SCC(=O)NC(C)(C)C)nnc1-c1ccncc1
→ 24	10
- Cc1cccc(-n2c(-c3ccco3)nn(CC(=O)NC3CCCC3)c2=O)n1
→ -1	4
- CC(=O)c1c(C(=S)Nc2ccccc2)cnn1-c1ccc(Br)cc1
→ 5	11
- Nc1cc(-c2cccs2)nn(CC(=O)N2CCc3ccccc32)c1=O
→ -27	4
- COc1cc(C(=O)N2CCN(C(=O)c3cccc(OC)c3OC)CC2)cc(OC)c1OC
→ -38	8
- CCOC(=O)c1c(O)[nH]c(=O)c(CC)c1C
→ 18	12
- CC(=O)N1c2ccc(NC(=O)c3cccc(N4CCCC4=O)c3)cc2CC1C (configuration not stated)
→ -29	5
- CCOc1ccc2[nH]c(=O)c(CN(C3CCCC3)S(=O)(=O)c3ccccc3)cc2c1
→ 14	9
- O=C(O)CCNS(=O)(=O)c1ccc2[nH]c(=O)[nH]c2c1
→ -1	11
- COc1cc(C(=O)N2CCCC(c3nc(-c4ccc(F)cc4)no3)C2)cc(OC)c1OC (configuration not stated)
→ 12	9
- Cc1cccc(C2(O)CCN(C(=O)c3c(-c4ccncc4)noc3C)CC2)c1
→ -69	8
- O=C1c2cc([N+](=O)[O-])ccc2-c2ccc3c4ccc5c6c(ccc(c7ccc1c2c73)c64)C(=O)c1cc([N+](=O)[O-])ccc1-5
→ 30	33
- CS(=O)(=O)N(CC(=O)N1CCN(c2ccccc2F)CC1)c1cccc2ccccc12
→ -41	7
- Cc1cc(C)c(/C=C2\C(=O)Nc3ccccc32)[nH]1
→ 20	12
- CS(=O)(=O)N1CCc2cc(C(=O)Nc3ccc(O)cc3)ccc21
→ -50	6
- O=C(CN(Cc1ccco1)C(=O)c1nsc(Cl)c1Cl)NC1CCCC1
→ 8	11
